# Screens as filed in PubChem.
# Pol beta inh = blocks human DNA polymerase beta activity; Pol beta primer extension/strand displacement, fluorescence kinetic; Potency, µM (series often up to 114 µM), for the others: top-dose activity change, negative = inhibition, usual class: inhibitors; actives 1.3% (n = 340,000); AID 485314; also: potency is read from the fitted curve at half-maximal effect; % is scaled to controls: 0 for no effect and ±100 for the full control effect
#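 Curves were derived by four-parameter Hill fits of normalized qHTS data. The kinetic fluorescent primer-extension read was taken at 0 and 10 min after 50 nM substrate, following a 15 min room-temperature preincubation of 10 nM enzyme with compounds.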
# Pol iota inh = DNA polymerase iota (human) inhibition | Pol iota fluorescent replication assay, 10 min | actives 1% (n = 390,000) | Potency, µM (top dose mostly 115 µM), without a hit: at the highest dose activity, negative = inhibition, usual class: inhibitors | Q9UNA4 | AID 588590; also: potency is read from the fitted curve at half-maximal effect
#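 Fluorescent replication assay read twice, at 0 min and 10 min after adding 50 nM (final) substrate. Enzyme (10 nM) and compounds were first incubated 15 min at room temperature; enzyme-free buffer wells were negative controls.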
# Pol kappa inh = DNA polymerase kappa (human) inhibition | Q9UBT6 | purified Pol kappa, fluorescent DNA synthesis assay, 10 min | Potency, µM (doses to about 107 µM), inactives show top-dose activity, negative = inhibition, actives largely listed as inhibitors | actives 0.53% (n = 400,000) | AID 588579; also: potency is read from the fitted curve at half-maximal effect; % is scaled to controls: 0 for no effect and ±100 for the full control effect
#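 Activity was followed as the change in fluorescence between reads at 0 and 10 min after starting the reaction with 50 nM substrate. Beforehand, 10 nM polymerase had been preincubated with compound for 15 min at room temperature.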
# BLM helicase inh = inhibitors of human Bloom syndrome helicase BLM; actives 0.2% (n = 350,000); recombinant BLM DNA unwinding, fluorescence dequenching; AID 2528; Potency, µM (doses to about 56.1 µM), without a hit: at the highest dose activity change, negative = inhibition, actives largely listed as inhibitors;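 also: potency is read from the fitted curve at half-maximal effect; plate controls were vehicle for no effect and no enzyme for full effect; nearly all actives have a fitted effect of over 35% in size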
# 12-LOX inh = inhibitors of human 12S-lipoxygenase ALOX12; P18054; purified 12hLO, xylenol orange hydroperoxide absorbance; Potency, µM (highest dose often 108 µM), for the others: at the highest dose activity change, negative = inhibition, usual class: inhibitors; actives 1.1% (n = 580,000); AID 1671190; also: potency is read from the fitted curve at half-maximal effect; % is scaled to controls: 0 for no effect and ±100 for the full control effect
#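 Purified human 12hLO (150 nM final) in 25 mM Hepes, 0.01% Triton X-100, pH 7.0 was preincubated 15 min at room temperature with compound. Then 40 uM arachidonic acid was added, 30 min. Hydroperoxide was read by Fe-XO absorbance ratio 573/405 nm.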
# ERG Ets-DNA blk = ERG Ets/DNA interaction inhibition. fluorescence polarization, His-ERG Ets domain / labelled DNA. Potency, µM (doses to about 76.9 µM), for inactives: at the top dose FP activity, negative = inhibition, actives largely listed as inhibitors. actives 0.028% (n = 370,000). AID 624246; active = well fitted inhibition curve with a large enough effect in the polarisation, with a control signal flat; inconclusive = small, poorly fitted or top-dose-only effect, or effect the other way, or a change in a side signal; inactive = no such curve, though single readings can be large or run the other way; the % refers to the polarisation;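 also: polarization taken with two DNA probes labelled with fluorescein and Texas red; potency is read from the fitted curve at half-maximal effect; % of control where 0% means no effect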
#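 His-tagged ERG Ets domain (1 uM in the protein solution; 300mM KCl, 50mM Tris-HCl, 1mM EDTA, 1mM DTT, pH 7.5) received compound, then a probe mix of 5 nM fluorescein-DNA and 100nM Texas-615-DNA. Fluorescence polarization was read for both dyes.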
# TRHR ag = activates the human TRH receptor; actives 0.18% (n = 360,000); P34981; TRHR cells, calcium flux fluo-8, FDSS agonist mode; activation, % at 2 µM; in the data active = activation above about 30%; also: 0% is about no effect
# Target sequence (P34981 whole entry, looked up): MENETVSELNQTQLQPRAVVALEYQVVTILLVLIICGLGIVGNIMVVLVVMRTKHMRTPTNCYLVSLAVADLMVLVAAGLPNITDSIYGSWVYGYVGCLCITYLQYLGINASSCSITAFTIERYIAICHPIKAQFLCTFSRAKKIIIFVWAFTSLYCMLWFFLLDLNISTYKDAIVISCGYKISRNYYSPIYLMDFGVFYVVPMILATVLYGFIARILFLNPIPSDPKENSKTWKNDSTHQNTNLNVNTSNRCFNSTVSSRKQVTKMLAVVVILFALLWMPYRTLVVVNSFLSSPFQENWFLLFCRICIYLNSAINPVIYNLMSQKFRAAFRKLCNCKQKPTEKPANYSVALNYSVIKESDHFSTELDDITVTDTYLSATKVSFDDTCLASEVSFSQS
#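 TRHR-expressing cells loaded with fluo-8 calcium dye; 23 nL library compound pin-transferred, kinetic FDSS fluorescence (Ex 480/Em 530) recorded about 180 s for agonist-induced calcium release, before a 10 nM TRH EC20 addition for potentiator mode.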
# Apoferritin bind = candidate novel general anesthetic via apoferritin binding. P02791. actives 0.074% (n = 350,000). Potency, µM (doses to about 77.5 µM), without a hit: at the top dose activity change, negative = displacement, usual class: inhibitors. apoferritin/1-aminoanthracene competitive binding, fluorescence; also: potency is read from the fitted curve at half-maximal effect; % is scaled to controls: 0 for no effect and ±100 for the full control effect; nearly all actives have a fitted effect of over 20% in size
# Target sequence (P02791 2-175 limits assumed): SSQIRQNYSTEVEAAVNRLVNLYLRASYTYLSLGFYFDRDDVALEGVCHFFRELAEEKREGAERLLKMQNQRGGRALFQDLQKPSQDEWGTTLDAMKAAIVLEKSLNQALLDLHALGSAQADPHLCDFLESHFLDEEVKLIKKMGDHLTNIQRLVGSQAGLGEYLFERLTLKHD
#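 Horse-spleen apoferritin (10 uM) in 50% saturated 1-aminoanthracene in PBS was incubated 10 min at room temperature with compound. Fluorescence (ex 380, em 535 nm) was normalized to free and bound 1-AMA, with concentration-response fitted by a four-parameter Hill equation.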
# APE1 inh = inhibitors of human APE1 endonuclease | P27695 | recombinant APE1, TAMRA/BHQ-2 abasic DNA cleavage fluorescence | Potency, µM (titrated, usually from 65.8 µM), without a hit: top-dose activity change, negative = inhibition, most hits filed as inhibitors | actives 0.35% (n = 350,000) | AID 2517;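 also: potency is read from the fitted curve at half-maximal effect; plate controls were vehicle for no effect and reference inhibitor for full effect; nearly all actives have a fitted effect of over 55% in size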
# Target sequence (P27695 whole entry, looked up): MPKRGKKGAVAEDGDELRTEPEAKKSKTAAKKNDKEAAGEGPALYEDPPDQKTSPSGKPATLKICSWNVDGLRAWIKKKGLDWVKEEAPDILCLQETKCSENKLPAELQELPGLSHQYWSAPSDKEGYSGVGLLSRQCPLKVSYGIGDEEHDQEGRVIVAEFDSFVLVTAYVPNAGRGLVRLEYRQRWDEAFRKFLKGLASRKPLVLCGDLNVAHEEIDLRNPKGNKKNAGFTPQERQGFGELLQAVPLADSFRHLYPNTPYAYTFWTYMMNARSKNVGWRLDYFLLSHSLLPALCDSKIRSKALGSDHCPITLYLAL
#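 Endonuclease cleavage of a quenched abasic-site DNA duplex (50 nM) by APE1 (0.75 nM) was tracked by TAMRA dequenching. Compounds were preincubated with enzyme 15 min at room temperature; data normalized to buffer-only and DMSO wells plus NSC13755 control.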
# An asterisk follows results filed as active; ? = inconclusive; / = not tested or not shown; [ ] = dose if it differs, or a comment. Unless noted, calls follow the shape of the dose curve; as a rule, active = well fitted curve in the direction sought with a large enough effect; inconclusive = small, poorly fitted or top-dose-only effect, or another doubt; inactive = no such curve, though single readings can be large; an effect the other way counts as inactive or inconclusive.
SMILES,Pol beta inh,Pol iota inh,Pol kappa inh,BLM helicase inh,12-LOX inh,ERG Ets-DNA blk,TRHR ag,Apoferritin bind,APE1 inh
CC12CCC(C(=O)NCc3ccccc3Cl)(CC1=O)C2(C)C (stereo not drawn),18%,38%[activator],-4%,0%,-4%,-7%,0.1,?,1%
CCN(CC)CCCN1C(=O)C2C(C(=O)Nc3ccc(C(C)C)cc3)C3C=CC2(O3)C1C(=O)NC1CCCCC1 (stereo not drawn),-10%,43%[activator],-15%,-2%,-3%,3%,0.3,-8%,44%
CCOc1ccc(NC(=O)C/C(C)=N/NC(=O)Cc2cccs2)cc1,31%,16%,0%,-3%,3%,-6%,0.0,-14%,-6%
COc1cccc(C(=O)CN2CCN(S(=O)(=O)c3ccc(Br)cc3)CC2)c1,31%,18%,-6%,-3%,/,12%,0.9,-19%,-4%
COc1ccc(-c2noc(CCC(=O)NCCN(C)Cc3ccccc3)n2)cc1,30%,-6%,-10%,-4%,23%,2%,-0.4,-15%,5%
CC1=NN(c2nc(C)cc(C)n2)C(=O)C1CCC(C)C (stereo not drawn),2%,14%,-11%,0%,-1%,-3%,-0.2,-13%,6%
O=C(Nc1ccc(C(=O)N2CCN(c3cccc(Cl)c3)CC2)cc1)c1nsc2ccccc12,19%,26%,-3%[60.1 µM],-6%,-9%,9%,0.4,-12%,/
COc1cc2[nH]c(=S)n(C3CC3)c(=O)c2cc1OC,?,123%[activator],-8%,1%,-11%,8%,0.4,-3%,-3%
CSc1nnc(NC(=O)c2ccc3c(c2)OCO3)s1,101%,35%[activator],-9%,-4%,-12%,17%,0.7,-2%,6%
Cc1cccc(CSc2nc3cccnc3n2Cc2ccc(C(=O)NCc3cccs3)cc2)c1,81%,16%,-9%,-7%,1%,-1%,0.9,-18%,/
C=C(NC(=O)C(=C)NC(=O)c1csc(C2=NC3c4csc(n4)C4NC(=O)c5csc(n5)C(C(C)(O)C(C)O)NC(=O)C5CSC(=N5)C(=CC)NC(=O)C(C(C)O)NC(=O)c5csc(n5)C3(CC2)NC(=O)C(C)NC(=O)C(=C)NC(=O)C(C)NC(=O)C(C(C)CC)NC2C=Cc3c(C(C)O)cc(nc3C2O)C(=O)OC4C)n1)C(N)=O (stereo not drawn),/,/,-12%[60.1 µM],0%,/,/,/,2%,?
COc1ccc(N2CCN(C(=O)c3ccccc3)CC2)c([N+](=O)[O-])c1,3%,78%[activator],-5%,-4%,0%,-1%,-3.2,-19%,-2%
CCOC(=O)CSc1nc(=O)n2cc(C)ccc2n1,-2%,103%[activator],4%,-1%,16%,1%,0.6,1%,-8%
CN(CCOc1ccccc1)CC(=O)Nc1cccc(Br)c1,-12%,91%[activator],-7%,-10%,-19%,2%,0.1,-4%,-2%
CCOc1ccc(NC(=O)C(=O)NCCc2csc(-c3ccc(F)cc3)n2)cc1,?,-6%,2%[60.1 µM],-11%,?,-2%,0.2,2%,/
O=C(NCc1ccc2c(c1)OCO2)c1cccnc1,21%,52%[activator],0%,-5%,-12%,2%,0.5,-15%,12%
CCOc1ccc(C2C(C(C)=O)=C(O)C(=O)N2CCc2c[nH]c3ccccc23)cc1 (stereo not drawn),?,4%,-10%,-8%,?,-2%,1.1,-4%,0%
N/C(Cc1nc(-c2ccc(Cl)cc2)cs1)=N/O,-4%,103%[activator],1%,-2%,84%[activator],-1%,-0.5,-8%,-3%
CCN(CC)CCC(c1ccc2c(c1)OCO2)c1c(OC)cc(OC)c2ccc(=O)oc12 (stereo not drawn),1%,-9%,23%,-2%,-2%,1%,0.3,7%,-6%
COC(=O)CNC(=O)C(C)NC(=O)OCc1ccccc1 (stereo not drawn),-8%,0%,-5%,-1%,0%,7%,-0.4,-7%,3%
CCOC(=O)N/N=C(\C)c1ccc(-n2cnnn2)cc1,-2%,94%[activator],0%,-4%,0%,13%,0.2,-4%,0%
COc1ccc(C)c2sc(N(CCN(C)C)C(=O)c3ccc4ccccc4c3)nc12,-30%,20%,-1%,7%,?,-2%,-0.3,-8%,39%
CCOc1ccc(-n2c(SCC(=O)Nc3ccc4c(c3)OCCO4)nc3c([nH]c4ccccc43)c2=O)cc1,16%,13%,-4%[60.1 µM],0%,-5%,0%,0.0,122%[activator],/
Cc1cs/c(=N\N=C2CCCCC2)n1Cc1ccco1,-28%,3%,6%,-5%,0%,-6%,0.3,-24%,-3%

# Laid out differently: results already given
# Results follow in this order: Pol beta inh | Pol iota inh | Pol kappa inh | BLM helicase inh | 12-LOX inh | ERG Ets-DNA blk | TRHR ag | Apoferritin bind | APE1 inh
CCOc1ccc(C2C(C(C)=O)=C(O)C(=O)N2CCc2c[nH]c3ccccc23)cc1 (stereo not drawn)
 : ? | 4% | -10% | -8% | ? | -2% | 1.1 | -4% | 0%
N/C(Cc1nc(-c2ccc(Cl)cc2)cs1)=N/O
 : -4% | 103%[activator] | 1% | -2% | 84%[activator] | -1% | -0.5 | -8% | -3%
CCN(CC)CCC(c1ccc2c(c1)OCO2)c1c(OC)cc(OC)c2ccc(=O)oc12 (stereo not drawn)
 : 1% | -9% | 23% | -2% | -2% | 1% | 0.3 | 7% | -6%
COC(=O)CNC(=O)C(C)NC(=O)OCc1ccccc1 (stereo not drawn)
 : -8% | 0% | -5% | -1% | 0% | 7% | -0.4 | -7% | 3%
CCOC(=O)N/N=C(\C)c1ccc(-n2cnnn2)cc1
 : -2% | 94%[activator] | 0% | -4% | 0% | 13% | 0.2 | -4% | 0%
COc1ccc(C)c2sc(N(CCN(C)C)C(=O)c3ccc4ccccc4c3)nc12
 : -30% | 20% | -1% | 7% | ? | -2% | -0.3 | -8% | 39%

# (continued)
SMILES,Pol beta inh,Pol iota inh,Pol kappa inh,BLM helicase inh,12-LOX inh,ERG Ets-DNA blk,TRHR ag,Apoferritin bind,APE1 inh
CCOC(=O)N1CCN(c2nc3ccccc3nc2C(C#N)S(=O)(=O)c2ccc(C)cc2)CC1 (stereo not drawn),34%,6%,-4%,-9%,17%,6%,2.5,-7%,-4%
COc1ccc(/C=N/NC(=O)c2csc(-n3nc(C)cc3C(F)(F)F)n2)cc1,?,23%,-4%,-2%,-16%,5%,0.6,-10%,0%
CN(CC(=O)Nc1ccc(Cl)c(C(F)(F)F)c1)C(=O)Cc1ccsc1,/,42%[activator],1%,/,-11%,8%,0.6,/,41%
NC(=O)c1cccc2c1-c1ccccc1/C2=N/NC(N)=S,-5%,6%,-10%,-3%,?,0%,-1.3,-8%,-5%
CCCCNC(=O)NNC(=O)c1ccco1,16%,4%,-8%,-4%,-23%,5%,0.2,-6%,3%
Cc1ccc(NC(=O)c2csnn2)c(C)c1,0%,3%,0%,-5%,0%,0%,-0.2,-8%,3%
COc1ccccc1NC(=O)N(Cc1cccs1)Cc1cc2cc3c(cc2[nH]c1=O)OCO3,?,32%[activator],-9%,-7%,-7%,/,-0.2,-7%,-8%
CC(CC(=O)Nc1cccnc1)c1ccccc1 (stereo not drawn),4%,-28%,-6%,1%,2%,3%,0.3,-8%,-3%
Cc1cccc(N2CCN(C(=O)CCC(=O)N3Cc4ccccc4Oc4ncccc43)CC2)c1C,5%,37%,-5%,-8%,-2%,0%,1.0,42%[activator],0%
CCc1nnc(NC(=O)c2ccc(-c3cc(C(F)(F)F)ccc3Cl)o2)s1,14%,-10%,-4%,-1%,-6%,-2%,0.0,-8%,-1%
Cc1cccc(Nc2nnc(SCC(=O)NC(=O)CN3CCCC3=O)s2)c1,/,6%,13%,/,?,-4%,-0.4,/,7%
CCOc1ccc(S(=O)(=O)N2CCN(S(=O)(=O)c3ccc(C(C)=O)cc3)CC2)cc1,-3%,34%[activator],-6%,-2%,-3%,-10%,-0.7,7%,-13%
COc1ccccc1CCNC(=O)CC1C(=O)NCCN1CCCc1ccccc1 (stereo not drawn),11%,20%,-23%,0%,43%,-1%,1.1,-22%,55%[activator]
O=C(CCn1c(=O)sc2ccccc21)NCCC1=CCCCC1,7%,5%,-12%,-1%,15%,5%,-1.1,-4%,2%
CCOC(=O)c1cccc(NC(=O)C(Cc2ccccc2)NS(=O)(=O)c2cccc3nsnc23)c1 (stereo not drawn),26%,40%[activator],2%,-7%,-11%,-2%,0.4,?,/
CC(C)(C)OC(=O)C[C@@H]1C/C=C\C[C@@H](CC(=O)N[C@H](CO)Cc2ccccc2)C(=O)NC[C@@H](c2ccccc2)OC1=O,/,30%,9%,/,-25%,5%,/,/,23%
CCc1ccc(C2=CC(c3cc(Br)ccc3F)n3ncnc3N2)cc1 (stereo not drawn),-7%,-1%,-14%,-5%,-5%,-3%,9.3,511%[activator],?
CCOC(=O)C1=C(C)NC(=O)NC1c1cn(-c2ccccc2)nc1-c1ccc(OC(C)C)cc1 (stereo not drawn),?,12%,-17%,-14%,-7%,-2%,-0.7,-14%,/
Cc1cccc(NC(=O)NNC(=O)c2cc3ccccc3cc2O)c1C,35µM*,50µM*,?,7%,-13%,13%,4.0,-9%,22%
Nc1nc2ccc([N+](=O)[O-])cc2[nH]1,-10%,-23%,-3%,-1%,15%,-13%,1.0,3%,-3%
COc1ccccc1NC(=S)N1CCN(C(c2ccccc2)c2ccccc2)CC1,-8%,?,-9%,-15%,-16%,-4%,-0.1,24%,-1%

# Only part of the results is shown; count on the stated rates, not on these rows.
